# Compound activity: PubChem BioAssay, National Center for Advancing Translational Sciences (NCATS)
# GRP78 ERSR act: ER stress response induction in glioma; Potency, µM, without a hit: top-dose activation, most hits filed as activators; 0.02% of 420,000 active; AID 602332; U87-MG GRP78 promoter luciferase reporter, 16 h; further: potency means the concentration at half of the fitted maximal effect; series mostly up to about 76 µM; % of control where 0% means no effect; nearly all actives have a fitted effect of over 35% in size
#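 ERSR induction read as luciferase luminescence (Bright-Glo, 10 min at room temperature) in stably transfected human U87-MG glioma cells exposed to compounds for 16 h, using GRP78 as sensor.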
# Apoferritin bind: candidate novel general anesthetic via apoferritin binding; P02791; Potency, µM (highest dose often 77.5 µM), for inactives: top-dose activity change, negative = displacement, hits mostly inhibitors; apoferritin/1-aminoanthracene competitive binding, fluorescence; 0.074% of 350,000 active; further: potency means the concentration at half of the fitted maximal effect; on the % scale 0 is the no-effect control and ±100 the full control effect; nearly all actives have a fitted effect of over 20% in size
# Target sequence (P02791 2-175 limits assumed): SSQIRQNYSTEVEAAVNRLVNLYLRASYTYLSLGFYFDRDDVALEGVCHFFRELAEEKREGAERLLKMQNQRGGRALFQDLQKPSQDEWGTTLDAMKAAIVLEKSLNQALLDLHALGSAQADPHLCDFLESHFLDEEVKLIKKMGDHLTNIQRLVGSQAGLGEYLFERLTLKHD
#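 Probe: 1-aminoanthracene (50% saturated, PBS). Protein: horse-spleen apoferritin, 10 uM. Incubation: 10 min, room temperature. Detection: 380 nm excitation, 535 nm emission. Analysis: normalized response, four-parameter Hill.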
# APEX1 inh: APE1 (human) endonuclease inhibition. 0.35% of 350,000 active. AID 2517. recombinant APE1, TAMRA/BHQ-2 abasic DNA cleavage fluorescence. P27695. Potency, µM (series often up to 65.8 µM), inactives show at the highest dose activity change, negative = inhibition, actives largely listed as inhibitors;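 further: potency means the concentration at half of the fitted maximal effect; plate controls were vehicle for no effect and reference inhibitor for full effect; nearly all actives have a fitted effect of over 55% in size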
#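 APE1 at 0.75 nM final was preincubated with compound 15 min at room temperature, then 50 nM double-stranded THF abasic-site substrate (5'-TAMRA/3'-BHQ-2) was added. Fluorescence (ex 525/em 598 nm) was read kinetically; third-minus-first read gave activity.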
# Pol eta inh: inhibitors of human DNA polymerase eta | Q9Y253 | recombinant Pol eta, fluorescent DNA replication assay | Potency, µM (doses to about 114 µM), for inactives: at the top dose activity change, negative = inhibition, hits mostly inhibitors | 1.2% of 390,000 active | AID 588591; further: potency means the concentration at half of the fitted maximal effect; on the % scale 0 is the no-effect control and ±100 the full control effect
#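 Pol eta at 10 nM preincubated with compounds 15 min at room temperature; reaction started with fluorescent substrate (50 nM final) and read kinetically at 0 and 10 min.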
# POLK inh: DNA polymerase kappa (human) inhibition | Potency, µM (doses to about 107 µM), for the others: top-dose activity, negative = inhibition, most hits filed as inhibitors | purified Pol kappa, fluorescent DNA synthesis assay, 10 min | 0.53% of 400,000 active | Q9UBT6 | AID 588579; further: potency means the concentration at half of the fitted maximal effect; on the % scale 0 is the no-effect control and ±100 the full control effect
# Target sequence (Q9UBT6 whole entry, looked up): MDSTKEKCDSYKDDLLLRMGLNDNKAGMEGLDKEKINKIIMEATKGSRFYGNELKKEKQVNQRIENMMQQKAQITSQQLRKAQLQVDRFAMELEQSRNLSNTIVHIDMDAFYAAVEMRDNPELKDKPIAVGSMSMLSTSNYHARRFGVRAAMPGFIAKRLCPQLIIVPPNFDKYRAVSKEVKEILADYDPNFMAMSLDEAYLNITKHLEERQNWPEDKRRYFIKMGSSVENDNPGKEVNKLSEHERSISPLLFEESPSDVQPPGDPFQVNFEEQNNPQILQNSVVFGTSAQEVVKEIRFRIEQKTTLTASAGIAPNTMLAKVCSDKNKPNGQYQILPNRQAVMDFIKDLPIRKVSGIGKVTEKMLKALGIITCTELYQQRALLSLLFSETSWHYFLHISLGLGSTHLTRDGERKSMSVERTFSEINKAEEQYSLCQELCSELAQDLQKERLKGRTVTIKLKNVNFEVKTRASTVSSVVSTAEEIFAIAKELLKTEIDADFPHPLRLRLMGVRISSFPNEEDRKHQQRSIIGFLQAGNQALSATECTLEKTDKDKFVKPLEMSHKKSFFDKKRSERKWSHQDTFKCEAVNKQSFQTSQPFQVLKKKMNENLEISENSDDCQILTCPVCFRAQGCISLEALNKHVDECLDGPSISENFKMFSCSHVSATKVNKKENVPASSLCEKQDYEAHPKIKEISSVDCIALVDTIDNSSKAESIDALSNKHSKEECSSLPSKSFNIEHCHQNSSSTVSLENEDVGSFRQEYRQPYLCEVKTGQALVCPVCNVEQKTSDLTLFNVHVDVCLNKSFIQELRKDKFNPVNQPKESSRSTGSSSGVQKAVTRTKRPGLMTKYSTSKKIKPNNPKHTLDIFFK
#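 Enzyme at 10 nM met test compounds for 15 min at room temperature. Substrate addition (50 nM final) began the reaction, which was monitored by fluorescence at 0 and 10 min.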
# Pol iota inh: blocks human DNA polymerase iota activity; Potency, µM (doses to about 115 µM), inactives show at the highest dose activity, negative = inhibition, actives largely listed as inhibitors; 1% of 390,000 active; Pol iota fluorescent replication assay, 10 min; Q9UNA4; further: potency means the concentration at half of the fitted maximal effect
#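 Fluorescent replication assay read twice, at 0 min and 10 min after adding 50 nM (final) substrate. Enzyme (10 nM) and compounds were first incubated 15 min at room temperature; enzyme-free buffer wells were negative controls.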
# LDHA block: LDHA (human) enzyme inhibition | P00338 | purified LDHA, NADH/diaphorase-resazurin fluorescence; hits give low values | activity change, % (values are at about 110 or 230 µM) | 0.15% of 480,000 active | AID 1347041; in the data active means activity change below about -30%; inconclusive means mostly about -25% to -30%;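 further: plate controls were DMSO wells for no effect and wells without enzyme for full effect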
#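 Human LDH5 at 2 nM final in Tris HCl pH 7.4 with 0.06 mM NADH and 0.2 mM pyruvate, reacted 5 minutes at room temperature. Remaining NADH coupled via diaphorase/resazurin; resorufin fluorescence read at 0 and 20 minutes, normalized to enzyme-free and DMSO wells.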
# POLB inh: inhibitors of human DNA polymerase beta | P06746 | 1.3% of 340,000 active | Potency, µM (top dose mostly 114 µM), for inactives: at the highest dose activity change, negative = inhibition, most hits filed as inhibitors | AID 485314 | Pol beta primer extension/strand displacement, fluorescence kinetic; further: potency means the concentration at half of the fitted maximal effect; on the % scale 0 is the no-effect control and ±100 the full control effect
#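 Homogeneous kinetic assay of primer extension and strand displacement by 10 nM Pol beta, preincubated 15 min at room temperature with compound before 50 nM substrate (final) was added. Read at 0 and 10 min; four-parameter Hill fit.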
# BLM helicase inh: blocks DNA unwinding by human BLM helicase | recombinant BLM DNA unwinding, fluorescence dequenching | Potency, µM (highest dose often 56.1 µM), inactives show top-dose activity change, negative = inhibition, hits mostly inhibitors | 0.2% of 350,000 active | AID 2528;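 further: potency means the concentration at half of the fitted maximal effect; plate controls were vehicle for no effect and no enzyme for full effect; nearly all actives have a fitted effect of over 35% in size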
# Active calls of the source: *; ? = inconclusive; · = no result given; & = joins results of further samples; [ ] = remark or other dose. Unless noted, the call rests on the fitted dose curve; in most records, active means well fitted curve in the direction sought with a large enough effect; inconclusive means small, poorly fitted or top-dose-only effect, or another doubt; inactive means no such curve, though single readings can be large; an effect the other way counts as inactive or inconclusive. The list is partial; count on the stated rates, not on these rows.
canonical_smiles,GRP78 ERSR act,Apoferritin bind,APEX1 inh,Pol eta inh,POLK inh,Pol iota inh,LDHA block,POLB inh,BLM helicase inh
Cc1ccccc1NC(=O)CSc1nc2ccccc2c2nc(CCn3c(C)nc4ccccc43)nn12,-3%,-11%,·,-10%,-1%[60.1 µM],16%,0,-15%,-4%
CCCCN(C(=O)C1CC(=O)N(c2ccc(C)cc2)C1)c1c(N)n(CCC)c(=O)[nH]c1=O (stereo unspecified),-2%,·,-6%,?,-19%,?,1,·,·
Cc1nn(-c2ccccc2)c(C)c1/C=C/C(=O)OCC(=O)NC1CCS(=O)(=O)C1 (stereo unspecified),8%,-1%,?,-3%,-3%,31%[activator],-2,0%,-1%
Cc1ccc(/C=C/c2onc(C)c2S(=O)(=O)N2CCC(C(=O)N3CCOc4ccccc43)CC2)cc1,-2%,-1%,·,-16%,-2%[60.1 µM],13%,0,23%,-3%
O=C(CCS(=O)(=O)c1cccs1)Nc1ccc(C(=O)NC2CCCC2)cc1,-9%,-2%,0%,12%,-8%,23%,-8,5%,-4%
COC(=O)Cc1[nH]nc2c1C1(C(=O)N(Cc3ccccc3)c3ccccc31)C(C#N)=C(N)O2 (stereo unspecified),-4%,?,-3%,0%,-7%,2%,2,22%,-1%
Cc1c(CC(=O)NCc2ccccc2)c(=O)oc2c(C)c(O)ccc12,-7%,148%[activator],·,2%,5%,4%,-1&-7,-10%,1%
COc1ccc(C2N(c3ccc(F)cc3)C(=O)C3CCCN32)cc1 (stereo unspecified),-1%,-10%,-7%,-13%,-4%,-3%,-10,36%,-2%
COCc1nnc(NS(=O)(=O)c2ccc(C)cc2)s1,-5%,5%,-3%,8%,0%,-8%,-5&-17,14%,0%
CN(C)c1ccc(CN(C)C2CCCCC2)cc1,-2%,-7%,1%,-12%,0%,44%[activator],-1,9%,-2%
NS(=O)(=O)c1ccc(CCNC(=O)C(=O)NCC2OCCN2S(=O)(=O)c2ccc(Cl)cc2)cc1 (stereo unspecified),-4%,-10%,14%,-4%,11%,26%,1,4%,1%
CC1=C(C(=O)OC(C)C)C(c2ccncc2)n2ncnc2N1 (stereo unspecified),-3%,-14%,1%,-17%,7%,17%,2,10%,-1%
Cc1nc(CSc2ccc(Cl)cc2)cc(NCc2ccccc2)n1,3%,?,1%,?,-12%,?,-2,15%,-9%
CCOc1ccc2nc3ccc4[nH]onc4c3c2c1,3%,·,·,6%,-7%,5%,5,·,·
Cc1c(Cl)cnc(NC(=O)COC(=O)[C@H](C)NC(=O)c2ccccc2)c1Cl,-3%,·,18%,50µM*,-27%,?,0,·,·
CN1CCC(=O)N([C@H](CSc2ccccc2)c2ccccc2)CC1,3%&3%,-11%,21%,-8%,3%&-19%,-2%&0%,-4,30%,0%
O=C(NCc1ccc2c(c1)OCO2)C1CCN(C(=O)Nc2ccc(Cl)cc2)CC1,-2%,4%,-3%,-8%,?,4%,-12,?,-3%
COC(=O)CCC(=O)Nc1cccc2ccccc12,-6%,-11%,-8%,-11%,-4%,32%[activator],0,17%,-1%
O=C(N=C1SC2CS(=O)(=O)CC2N1c1ccccc1Cl)C1CCCO1 (stereo unspecified),-5%,-5%,16%,-10%,-2%,-15%,-2,-10%,0%
CC(=O)C1C=CC(C)(C(=O)O)C2C=C(C)C(=O)C(C)(O)C12 (stereo unspecified),-6%,·,·,0%,5%,4%,-2,·,·
CCc1nnc(NC(=O)CSc2nnc3scc(-c4ccc(C)cc4)n23)s1,-2%,·,·,-4%,-15%,-1%,-2,·,·
O=C(NCC(=O)N1CCN(c2ncccn2)CC1)c1ccccc1OC(F)F,0%,·,-12%,-23%,-13%,81%[activator],-3,·,·
CC(=O)c1c(C)[nH]c(C(=O)OCC(=O)N2CCc3ccccc3C2)c1C,-3%,·,-5%,-2%,2%,17%,0,·,·
[O-][n+]1c2c(nn1-c1ccccc1)/C(=N/O)CCC2,-3%,-1%,2%,-22%,-14%,36%[activator],-1,-8%,-1%
CCOC(=O)Cc1cc(=O)n2[nH]c(C)c(C#N)c2n1,-4%,-8%,2%,-5%,-9%,-7%,-9,17%,0%
O=C(Nc1ccc(C(=O)N2CCCC2)cc1)c1ccccc1Br,2%,-4%,2%,-4%,-5%,-2%,-5,6%,0%
COCCNc1cc(C)nc2ccccc12,1%,-8%,-1%,0%,-12%,6%,2,20%,-2%
COc1cccc(NC(=O)CCCCCn2nnc3ccccc3c2=O)c1,-1%,-6%,10%,-10%,0%,30%,3,-26%,-2%
O=C(CN1C(=O)c2ccccc2C1=O)OCc1nc2ccsc2c(=O)[nH]1,-1%,·,54%,1%,2%,21%,-7,·,·
CCCOc1ccc(-c2c(C(=O)N/N=C/c3ccco3)nnn2-c2nonc2N)cc1,-3%,-10%,16%,-16%,-5%,-10%,-1,-19%,-1%

# Overlap with the part before: two compounds, followed by the next part.
canonical_smiles,GRP78 ERSR act,Apoferritin bind,APEX1 inh,Pol eta inh,POLK inh,Pol iota inh,LDHA block,POLB inh,BLM helicase inh
O=C(CN1C(=O)c2ccccc2C1=O)OCc1nc2ccsc2c(=O)[nH]1,-1%,·,54%,1%,2%,21%,-7,·,·
CCCOc1ccc(-c2c(C(=O)N/N=C/c3ccco3)nnn2-c2nonc2N)cc1,-3%,-10%,16%,-16%,-5%,-10%,-1,-19%,-1%
FC(F)(F)c1cc(CCN2CCNC[C@@H]2CC2CCCCC2)cc(C(F)(F)F)c1,-13%,·,-24%,-22%,-12%,1%,8,·,·
CN(Cc1ccc(Cl)c(Cl)c1)C(=O)C1CSC2(C)CCC(=O)N12 (stereo unspecified),0%,·,-11%,-22%,-2%,1%,-3,·,·
Nc1ncnc2c1ncn2C1C=C(CO)C(O)C1O (stereo unspecified),-4%,·,·,-18%,-7%,21%,-4,·,·
CCCCC(=O)Nc1cc(NC(=O)CCCC)cc(C(=O)O)c1,-3%,2%,1%,-6%,-9%,15%,-5,3%,-2%
CCn1c(SCC(=O)N2CCC(C(N)=O)(N3CCCCC3)CC2)nc2ccccc2c1=O,-1%,·,·,3%,-15%,-3%,2,·,·
CCOc1ccccc1NC(=O)COc1ccc2ccc(=O)oc2c1,-2%,6%,3%,8%,-10%,37%[activator],-5,80%,-2%
O=C(O)c1cccc2c1-c1c(cccc1[N+](=O)[O-])C2,0%,·,·,-6%,1%,-3%,4,·,·
Cc1ccc(N=Nc2ccc(O)cc2)c(Br)c1,17%,?,5%,-28%,-10%,149%[activator],-7,-22%,-10%
COc1ccc(N2CCCC2=N)c(OC)c1,5%,52%[activator],-4%,-10%,-6%,9%,4,-2%,-6%
COc1ccc(CC(=O)NNC(=O)c2cccnc2)cc1OC,-6%,0%,1%,-13%,-7%,13%,0,-2%,-3%
CCOC(=O)c1ccc(N2C(=O)CC(N3CCC(O)(c4ccc(Cl)cc4)CC3)C2=O)cc1 (stereo unspecified),-7%,-11%,-3%,-7%,1%,-6%,-8,17%,-1%
CC(=O)NC(Cc1ccc(C)cc1)C(=O)NC1CCN(C(=O)c2cnccn2)CC1 (stereo unspecified),-5%,-4%,-3%,-5%,1%,12%,-4,-1%,-1%
COc1ccc(Cl)cc1NC(=O)c1cccc(S(=O)(=O)Nc2c(C)n(C)n(-c3ccccc3)c2=O)c1,-3%,·,·,-13%,?,?,-2,·,·
O=C(CCc1nnc2n(Cc3ccccc3Cl)c(=O)c3ccccc3n12)Nc1ccccc1,-3%,-5%,·,-11%,-15%,31%[activator],-14,-1%,-3%
Cc1ccc(OCC(=O)Nc2ccc(N3CCN(S(C)(=O)=O)CC3)cc2)c(C)c1,-1%,1%,5%,-6%,8%,-8%,0,-1%,-3%
C=CCn1c(C(C)NC(=O)c2ccc(C)cc2)n[nH]c1=S (stereo unspecified),-4%,-1%,1%,-13%,9%,10%,-5,26%,-3%
NS(=O)(=O)c1ccc(CCNC(=O)CNC(=O)COc2ccccc2)cc1,-4%,6%,-15%,-1%,-9%,7%,-1,?,0%
COc1cccc(NC(=O)CN2C(=O)NC(C)(CC(C)C)C2=O)c1 (stereo unspecified),-1%,?,-1%,-1%,-5%,154%[activator],-8,-10%,-3%
Cc1cc(C)nc(N/N=C/c2c(CO)cnc(C)c2O)n1,-1%,2%,11%,-21%,1%,?,18,43%,0%
Cn1c(Cl)c(/C=N/OC(=O)c2ccccc2Cl)c2ccccc21,-2%,-9%,-3%,-4%,-1%,15%,-5,5%,-3%
COc1ccc(/C(O)=C2/C(=O)C(=O)N(c3ccccn3)C2c2cccc(Cl)c2)cc1 (stereo unspecified),3%,-5%,23%,-3%,-25%,?,3,6%,-3%
CN(CCc1cnn(C)c1)Cc1nc(CC2CC2)no1,-5%,-7%,1%,-22%,-7%,19%,-3,9%,0%
CC(C)[C@@H]1COC(c2cccc(C3=N[C@H](C(C)C)CO3)c2)=N1,3%,-14%,40%,-20%,-4%,0%,-7,-18%,-3%
O=C1C=CC(=O)c2c(O)c(CO)c(CO)c(O)c21,5%,·,·,1µM*,3.5µM*,3.2µM*,19,·,·
CC(C)C[C@H]1CN([C@@H](CC(C)C)CN2CCCC2CN2C(=S)NC[C@@H]2Cc2ccc(O)cc2)C(=S)N1CC1CCCCC1 (stereo partly specified),-2%,·,·,-9%,2%,22%,-9,·,·
COc1cc(OC)c(/C=C/c2ccncn2)c(OC)c1,-2%,·,·,·,-9%,?,4,·,·
O=C1CC(c2ccccc2)CC(O)=C1C=NCCc1ccccc1 (stereo unspecified),-2%,-6%,1%,-21%,-10%,114%[activator],-1,-2%,-1%
